Myeloid diff MLP: induction of myeloid progenitor differentiation, primary screen, cell-based, flow cytometry, MLPCN library; calls only at 10 µM; 360,000 compounds, 1% hits; AID 624256, 2012; ER-HoxA9 myeloid progenitors, lysozyme-GFP differentiation;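 active = normalized GFP-positive differentiation at or above the plate's own cutoff, the solvent-only control mean plus 3 SD; inconclusive = no clear call, values can overlap the other calls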;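 note: cells exposed to compound for four days before flow analysis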
PhoP inhibition: inhibitors of PhoP regulon expression, primary screen, Salmonella Typhimurium, GFP reporter (AID 1863); 300,000 compounds, 0.16% hits; inhibition, % at 50 µM; hits with a dose series show IC50 in µM; S. Typhimurium PhoP-regulated promoter GFP reporter, 4 h; higher % means a stronger effect;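 active = inhibition over 29.93%, a cutoff 3 SD above the screen mean, later confirmed by dose response; inconclusive = inhibition over 29.93% but no dose response follow-up; inactive = inhibition at most 29.93% or unconfirmed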;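 note: 0% = low Mg2+ inducing control and 100% = high Mg2+ repressing control; strong numbers were not always called active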
TNAP activation fold: human TNAP enzyme activators, primary screen, biochemical, luminescent, no phosphate acceptor, uHTS (AID 1001). 200,000 compounds, 0.03% hits. purified TNAP, luminescent activation assay, no phosphate acceptor; higher activation fold means a stronger effect. Alkaline phosphatase, tissue-nonspecific isozyme (Homo sapiens). one-dose activation fold at 20 µM; EC50 in µM for titrated hits; in the data active = activation fold from about 3, or a potency from the dose series; inactive = the rest, 99 in 100 with activation fold below about 1.6; note: many of its hits are not listed in these tables
SIAH1 antagonists: Siah-1 peptide-binding antagonists, primary screen, biochemical, fluorescence polarization, rhodamine-plectin, uHTS (AID 1817); 290,000 compounds, 0.02% hits; Siah-1 / rhodamine-plectin peptide fluorescence polarization; higher % means a stronger effect; E3 ubiquitin-protein ligase SIAH1 (Homo sapiens); one-dose displacement, % at 20 µM; IC50 in µM for titrated hits;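 active = displacement of at least 50% at 20 µM, with a fluorescence ratio check between 0.3 and a set limit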;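 note: plate controls were Siah plus tracer with DMSO for no effect and tracer alone without Siah for full effect; strong numbers were not always called active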
XIAP displacement: XIAP antagonists, biochemical, IAP family, fluorescence polarization (AID 1018); displacement, % at 20 µM, or IC50 in µM where a hit was titrated; E3 ubiquitin-protein ligase XIAP (Homo sapiens); XIAP BIR domain, fluorescence polarization peptide displacement; higher % means a stronger effect; 200,000 compounds, 0.007% hits; in the data active = displacement above about 50%; note: a part of the inactive calls stands beside numbers as strong as those of hits
RSV antiviral HEp-2: RSV antiviral activity via CPE protection, HEp-2 cells, primary 10 µM value included (AID 2391). HEp-2 cells, RSV-induced CPE inhibition; higher % means a stronger effect. CPE inhibition, % at 10 µM; hits with a dose series show IC50 in µM. 310,000 compounds, 0.13% hits; in the data active = a potency from the dose series; inconclusive = CPE inhibition mostly from about 23% at the one dose, without a potency; inactive = the rest, 99 in 100 with CPE inhibition below about 21%; note: strong numbers were not always called active
human PMI inhibitors: human PMI inhibitors, high substrate, primary screen, biochemical, fluorescence intensity, high mannose 6-phosphate (AID 1220) | 190,000 compounds, 0.66% hits | recombinant PMI enzyme, coupled fluorescence intensity; higher % means a stronger effect | inhibition, % at 20 µM, or IC50 in µM where a hit was titrated
human PMI inhibition: inhibitors of human PMI, primary screen, biochemical, fluorescence intensity, coupled assay (AID 1209); Mannose-6-phosphate isomerase (Homo sapiens); purified PMI enzyme, coupled fluorescence intensity; higher % means a stronger effect; inhibition, % at 20 µM, or IC50 in µM where a hit was titrated; 190,000 compounds, 0.42% hits;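 note: plate controls were DMSO vehicle for no effect and wells lacking substrate for full effect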
WT yeast gro inh: growth inhibition of WT strain, primary screen, mitochondrial fusion inhibitor project, WT and mutant strains, chemical genetic; mitochondrial fusion phenotypic screen; 190,000 compounds, 2.1% hits; inhibition, % at 10 µM; in the data active = inhibition above about 58%; tested in S. cerevisiae
WT yeast gro inh mutant strain: second read-out of WT yeast gro inh, no call of its own (marks repeat the call); inhibition, %; mitochondrial fusion phenotypic screen, mutant strain inhibition
Myeloid diff MLP GFP+ MAC1+ %: further read-out of Myeloid diff MLP, marked with its call; GFP+ MAC1+ double positive, %; measured here: differentiation confirmed by MAC1 staining
* marks the source's active call; other numbers are inactive results; i = inactive; ? = inconclusive; . = not tested or not shown. Cut-off read from the data, not from the text of the source, unless noted: active = inhibition above about 50%; inactive = the rest.

SMILES	Myeloid diff MLP	Myeloid diff MLP GFP+ MAC1+ %	PhoP inhibition	TNAP activation fold	SIAH1 antagonists	XIAP displacement	RSV antiviral HEp-2	human PMI inhibitors	human PMI inhibition	WT yeast gro inh	WT yeast gro inh mutant strain
COc1ccc(S(=O)(=O)Nc2ccc(C(N)=O)cc2)cc1C(=O)N1CCCCCC1	i	1.0	8%	.	-1%	.	1.5%	.	.	.	.
Cc1ccc(C(=O)Nc2ccc(C(=O)N/N=C/c3ccccn3)cc2)cc1	i	1.6	6%	.	-4%	.	3.7%	.	.	.	.
Nc1ccc(S(=O)(=O)NC2=NCCCCC2)cc1	i	0.3	-6%	.	-2%	.	-2.3%	.	.	.	.
CC1(C)C2CCC1(C)C(OC(=O)c1ccc(O)cc1)C2 (stereo unspecified)	i	1.6	-5%	1.1	2%	-8.6%	3.4%	17%	25%	94*	82*
Nc1cc(C(F)(F)F)ccc1NCCc1ccccn1	i	0.6	-1%	.	0%	.	3.5%	.	.	.	.
O=C(c1ncn[nH]1)N1CCN(c2nc(-c3ccccc3)cs2)CC1	i	0.3	-4%	1	-2%	-1.9%	5.6%	3%	-7%	-8	6
CCOC(=O)CN(c1ccccn1)S(=O)(=O)c1ccc(OC)cc1	i	0.6	-4%	1.1	1%	-8.6%	-1.0%	-5%	3%	6	13
O=C(N/N=C/c1ccc(OC(=O)c2cccs2)cc1)c1cccc(F)c1	i	5.0	19%	1	.	-1.8%	2.2%	-77%	-47%	-7	-9
CCC(C)Nc1nnnc2c1sc1nc3c(cc12)COC(C)(C)C3 (stereo unspecified)	i	0.1	-6%	0.9	12%	-8.8%	0.1%	-14%	-18%	28	-4
Cc1ccc(NC(=S)N(CCN2CCOCC2)Cc2ccccc2F)cc1	i	1.1	2%	1.1	2%	1.9%	5.7%	2%	2%	-5	-30
COc1cc2[nH]c(C(=O)NCc3ccccc3)cc2c(OC)c1OC	i	0.3	15%	.	11%	.	1.3%	.	.	.	.
Cc1cc(C)c2oc(C(=O)NCc3ccccc3)cc(=O)c2c1	i	1.1	3%	.	2%	.	-0.3%	.	.	.	.
CCOc1ccc(OCC)c(NC(=O)C2CCN(c3ncccn3)CC2)c1	i	2.9	-6%	1	-5%	-10%	2.0%	-6%	-3%	-18	-15
CCOC(=O)COc1ccc2c3c(c(=O)oc2c1)CCCC3	i	0.3	4%	.	-7%	.	0.9%	.	.	.	.
COc1ccc(-c2nc(-c3ccccc3OC)no2)cc1OC	i	1.1	-2%	1.1	-4%	9.3%	6.6%	-3%	-15%	-1	9
CC(=O)N=c1c(C#N)cc2c(=O)n3ccccc3nc2n1Cc1ccccc1	i	0.7	-4%	1	-1%	-5.2%	4.3%	-22%	-21%	14	6
O=C(c1sccc1Br)N1CCN(Cc2ccc3c(c2)OCO3)CC1	i	0.1	-5%	.	15%	.	8.2%	.	.	.	.
CCn1c(CNc2ccc(F)cc2)nnc1SCC(=O)N1CCCc2ccccc21	i	0.5	-3%	1.1	-4%	-8.0%	3.0%	28%	9%	-6	-11
O=S(=O)(NCCCN1CCOCC1)c1ccc(Cl)s1	i	0.8	2%	.	12%	.	-1.2%	.	.	.	.
COc1ccc(NC(=O)Cc2coc3cc(C)ccc23)cc1S(=O)(=O)N1CCOCC1	i	0.1	12%	1.1	5%	-9.2%	1.2%	9%	13%	-1	-11
CC(=O)Nc1n[nH]c(-c2ccc(C)cc2)c1C	i	0.5	9%	0.1	5%	-3.5%	2.6%	4%	9%	9	5
Cc1cc(C)n2c(Br)c(CSc3nc4ccccc4s3)nc2n1	i	0.8	-2%	1.2	0%	-4.7%	12%	-1%	-14%	16	-1
O=C(c1cc(Br)ccc1Cl)N1CCCC1	i	0.5	-3%	1	3%	-7.9%	-1.4%	-11%	-5%	-7	7
Cc1cccc(NC(=O)CN2C(=S)NC(C)(C)CC2C)c1 (stereo unspecified)	i	0.8	-12%	1	3%	-7.2%	0.9%	0%	6%	2	5
NC(=O)CC(NC(=O)c1ccc(Br)cc1)c1ccc(N2CCCCCCC2)c([N+](=O)[O-])c1 (stereo unspecified)	i	2.3	2%	.	-1%	.	3.9%	.	.	.	.
CC1CCCN(C/C=C/c2ccccc2[N+](=O)[O-])C1 (stereo unspecified)	i	1.3	-5%	1.1	0%	-2.0%	-0.8%	-5%	-6%	-4	2
Cc1ccc(NC(=O)CN(C)C(=O)CSc2nc(C)cs2)cc1	i	0.2	-7%	1.1	4%	-5.3%	4.0%	5%	-5%	9	12
COc1cccc(OC)c1C(=O)Nc1c(C(=O)N2CCN(c3ccccn3)CC2)oc2ccccc12	i	1.4	15%	.	-4%	.	7.4%	.	.	.	.
COc1ccc(C(=O)/C=C/C(=O)N(CC(=O)NC2CCCCC2)CC2CCCO2)c(O)c1 (stereo unspecified)	i	0.0	6%	1	3%	-6.0%	0.5%	7%	10%	36	10
COc1ccc(N2CC(C)Cn3c2nc2c3c(=O)n(Cc3ccccc3)c(=O)n2C)c(OC)c1 (stereo unspecified)	i	0.3	-6%	1	4%	-4.0%	0.8%	37%	16%	4	-16

No new results follow: entries from further up.
SMILES	Myeloid diff MLP	Myeloid diff MLP GFP+ MAC1+ %	PhoP inhibition	TNAP activation fold	SIAH1 antagonists	XIAP displacement	RSV antiviral HEp-2	human PMI inhibitors	human PMI inhibition	WT yeast gro inh	WT yeast gro inh mutant strain
COc1cccc(OC)c1C(=O)Nc1c(C(=O)N2CCN(c3ccccn3)CC2)oc2ccccc12	i	1.4	15%	.	-4%	.	7.4%	.	.	.	.
COc1ccc(C(=O)/C=C/C(=O)N(CC(=O)NC2CCCCC2)CC2CCCO2)c(O)c1 (stereo unspecified)	i	0.0	6%	1	3%	-6.0%	0.5%	7%	10%	36	10

(next part)
SMILES	Myeloid diff MLP	Myeloid diff MLP GFP+ MAC1+ %	PhoP inhibition	TNAP activation fold	SIAH1 antagonists	XIAP displacement	RSV antiviral HEp-2	human PMI inhibitors	human PMI inhibition	WT yeast gro inh	WT yeast gro inh mutant strain
CC(C)(C)c1ccc(Cn2nnc3c(=O)[nH]c(C4CCCN(C(=O)Cc5cccs5)C4)nc32)cc1 (stereo unspecified)	i	1.9	-3%	1	-2%	0.9%	-3.2%	24%	21%	16	17
O=C1C2C3C=CC(C4CC34)C2C(=O)N1CCc1ccccc1 (stereo unspecified)	i	2.7	5%	1.1	9%	-0.6%	1.9%	-2%	-4%	24	3
CCOC(=O)c1ccc(NC(=O)Nc2c(C)n(C)n(-c3ccccc3)c2=O)cc1	i	7.3	0%	.	-2%	.	1.0%	.	.	.	.
COc1ccc(OC)c(S(=O)(=O)N2CCCC2C(=O)N2CCc3ccccc3C2)c1 (stereo unspecified)	i	0.2	2%	.	0%	.	0.7%	.	.	.	.
O=S(=O)(Nc1ccccc1N1CCCCC1)c1ccccc1	i	9.3	-1%	.	4%	.	3.8%	.	.	.	.
O=C(Nc1ccc(C(F)(F)F)cc1)c1cccnc1N1CCOCC1	i	0.2	16%	1.1	1%	-3.1%	4.0%	8%	6%	-7	-14
O=C(N/N=C/c1ccc(-c2cccc([N+](=O)[O-])c2)o1)c1ccccc1O	i	0.4	-10%	1.2	23%	-7.1%	9.9%	-12%	-4%	19	-4
Cc1ccc(S(=O)(=O)N(C)C)cc1NC(=O)c1cccs1	i	0.4	-12%	.	4%	.	1.9%	.	.	.	.
CCOc1ccc(N2C(=O)C3ON(c4ccccc4)C(c4ccco4)C3C2=O)cc1 (stereo unspecified)	i	0.5	2%	1.1	-2%	-10%	-2.3%	4%	1%	-17	8
Cc1onc(C(=O)N2CCN(c3ccccc3)CC2)c1[N+](=O)[O-]	i	3.9	-15%	.	11%	.	3.0%	.	.	.	.
Cc1sc(N2CCN(S(=O)(=O)c3ccc4c(c3)NC(=O)CO4)CC2)nc1-c1ccccc1	i	1.0	-5%	.	0%	.	?	.	.	.	.
CCN(CC)C(=S)NC(=O)c1cc(OC)c(OC)c(OC)c1	i	0.5	-1%	1	3%	-3.7%	0.3%	2%	2%	10	11
CCN(CC)C(=O)Oc1ccc(Cl)c2ccccc12	i	6.0	7%	1.1	-1%	0.0%	1.4%	2%	3%	7	3
CCc1cccc(CC)c1NC(=O)COC(=O)C1(C)CC1(Cl)Cl (stereo unspecified)	i	0.7	-1%	1.1	4%	-1.8%	-0.7%	-6%	-9%	-26	2
Cc1cccc2c1nc(-c1ccccc1)n1nnnc21	i	3.7	-10%	1	2%	0.6%	0.7%	6%	-1%	16	5

Only SIAH1 antagonists, PhoP inhibition and human PMI inhibitors, for some of the entries so far:
compound | SIAH1 antagonists | PhoP inhibition | human PMI inhibitors
COc1ccc(OC)c(S(=O)(=O)N2CCCC2C(=O)N2CCc3ccccc3C2)c1 (stereo unspecified) | 0% | 2% | .
O=S(=O)(Nc1ccccc1N1CCCCC1)c1ccccc1 | 4% | -1% | .
O=C(Nc1ccc(C(F)(F)F)cc1)c1cccnc1N1CCOCC1 | 1% | 16% | 8%
O=C(N/N=C/c1ccc(-c2cccc([N+](=O)[O-])c2)o1)c1ccccc1O | 23% | -10% | -12%
Cc1ccc(S(=O)(=O)N(C)C)cc1NC(=O)c1cccs1 | 4% | -12% | .

More compounds follow:
SMILES	Myeloid diff MLP	Myeloid diff MLP GFP+ MAC1+ %	PhoP inhibition	TNAP activation fold	SIAH1 antagonists	XIAP displacement	RSV antiviral HEp-2	human PMI inhibitors	human PMI inhibition	WT yeast gro inh	WT yeast gro inh mutant strain
O=C(CCS(=O)(=O)c1ccccc1)Nc1cccc(-c2nc3ccccc3s2)c1	i	0.0	25%	1	-7%	-8.5%	?	10%	23%	48	-10
Nc1nc2cc3ccccc3cc2[nH]c1=O	i	0.5	-3%	.	-2%	.	-2.2%	.	.	.	.
Cc1nc(C)c(C(=O)C2=C(O)C(=O)N(CCN(C)C)C2c2ccccc2)s1 (stereo unspecified)	i	0.4	7%	1.1	0%	-7.2%	0.9%	-6%	-7%	3	-7
COc1ccc(-n2c(-c3ccccc3)nnc2-c2ccc(Cl)cc2)cc1	i	1.1	-9%	1.1	0%	-7.1%	1.6%	12%	16%	8	33
O=C(Cc1ccccc1)NCc1ccccn1	i	2.3	-4%	1	4%	-8.2%	0.0%	-3%	-5%	-7	-22

Bioassay records from PubChem.
